Screens: PubChem BioAssay, Fisher Drug Discovery Resource Center
mcGAS MS inh: blocks mouse cGAS cGAMP production; Q8C6L5; recombinant mouse cGAS, cGAMP by RapidFire MS; inhibition, % at 12.5 µM; actives 0.18% (n = 130,000); AID 1259397;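 active = inhibition of cGAS enzyme activity at or above 60%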;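 also: enzyme stimulated by 45 bp dsDNA with ATP and GTP substrates; cGAMP share of summed cGAMP plus half ATP and half GTP signals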
Target sequence (Q8C6L5 whole entry, looked up): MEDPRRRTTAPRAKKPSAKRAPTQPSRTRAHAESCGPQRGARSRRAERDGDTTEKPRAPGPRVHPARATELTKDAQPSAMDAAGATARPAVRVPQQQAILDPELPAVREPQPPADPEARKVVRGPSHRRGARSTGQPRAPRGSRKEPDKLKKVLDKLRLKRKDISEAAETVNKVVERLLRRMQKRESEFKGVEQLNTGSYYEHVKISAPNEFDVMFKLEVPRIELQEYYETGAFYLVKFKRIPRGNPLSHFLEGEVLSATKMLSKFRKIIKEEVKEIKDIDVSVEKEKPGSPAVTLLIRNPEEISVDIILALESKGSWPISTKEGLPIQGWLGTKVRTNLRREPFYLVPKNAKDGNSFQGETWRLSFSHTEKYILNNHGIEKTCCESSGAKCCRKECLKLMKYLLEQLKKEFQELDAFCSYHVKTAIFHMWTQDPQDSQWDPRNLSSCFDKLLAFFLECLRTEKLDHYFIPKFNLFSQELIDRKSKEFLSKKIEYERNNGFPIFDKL
The depositor's hits bear a star; & = joins results of further samples. A portion of the library; rates above refer to the full screens.

SMILES	mcGAS MS inh
CCOC(=O)N1C2Sc3cccnc3C1Sc1ncccc12 (centres undefined)	-6
Cc1ccn2cc(C(=O)Nc3nc4ccccc4s3)nc2c1	-4
Cc1nnc(SCC(=O)N2CCN(CC(=O)Nc3ccc(F)cc3)CC2)n1-c1ccccc1	-11
COc1ccc(S(=O)(=O)Nc2ccc(C)c(C)c2)cc1	-11
Cc1sc2nc(-c3cccnc3)nc(NC3CCS(=O)(=O)C3)c2c1C (centres undefined)	-4
COc1ccnc(N2CCN(C(=O)OC(C)(C)C)CC2)n1	-2
Cc1cc(C)n(-c2cccc(-c3ncccc3C(=O)N3CCCC3)c2)n1	-9
CCN(CC)P1(=Nc2ccccc2)C(=C2N(C)c3ccccc3C2(C)C)C=NN1C (centres undefined)	-6
Cc1ccc(C(=O)N2CCC2(C)C(=O)O)cc1F (centres undefined)	-1
COc1ccc(-c2nn(-c3ccccc3C)cc2CN2CCOCC2)cc1F	-2
CC1CN(C(=O)c2ccc(NC(=O)C3CC3)cc2)c2ccccc2O1 (centres undefined)	-4
COc1ccc(C(C)C)cc1S(=O)(=O)Nc1cccc(Cl)c1Cl	8
O=C(O)CCSc1cc(-c2ccccc2)nc(SCCC(=O)O)n1	3
O=C(NCCCn1cccn1)C1(N2CCCCC2)Cc2ccccc2C1	2
Cc1nnc(NC(=O)CC23CC4CC(CC(C4)C2)C3)s1	-7
CC(C)Oc1ccc(-c2ccncn2)cc1	-39
CC(C)c1nc(CNC(=O)c2ccc(-c3ccoc3)nc2)no1	-16
CC(=O)NCCn1ccnc1-c1ccc(Cl)c(Cl)c1	-3
Cc1ccsc1CNC(=O)CC1NC(=O)c2ccccc21 (centres undefined)	-4
CN(C)C1(CNS(=O)(=O)c2cccc(Cl)c2)CCCC1	-17&-4
Cc1[nH]cnc1-c1nccn1CC(c1ccccc1)N1CCCCCC1 (centres undefined)	13
CCOC(=O)C1(NCc2noc(-c3ccccc3)n2)CCCC1	-6
Cc1nc2cc(OCc3cc(C(=O)N4CCSCC4)no3)ccc2s1	12
CCCC1(NC(=O)CN2CCOc3ccccc3C2)CC1	-6
CC1Oc2ccc(C#N)cc2N(Cc2ccc(F)cc2)C1=O (centres undefined)	21

Reformatted: four of the compounds above
Cc1nnc(SCC(=O)N2CCN(CC(=O)Nc3ccc(F)cc3)CC2)n1-c1ccccc1
  mcGAS MS inh: -11
COc1ccc(S(=O)(=O)Nc2ccc(C)c(C)c2)cc1
  mcGAS MS inh: -11
Cc1sc2nc(-c3cccnc3)nc(NC3CCS(=O)(=O)C3)c2c1C (centres undefined)
  mcGAS MS inh: -4
COc1ccnc(N2CCN(C(=O)OC(C)(C)C)CC2)n1
  mcGAS MS inh: -2

Back to the main list, repeating the two entries before the break.
SMILES	mcGAS MS inh
CCCC1(NC(=O)CN2CCOc3ccccc3C2)CC1	-6
CC1Oc2ccc(C#N)cc2N(Cc2ccc(F)cc2)C1=O (centres undefined)	21
CC(C)(C)c1ccc(CC(=O)N2CCC2(C)C(=O)NS(=O)(=O)c2ccccc2C(F)(F)F)cc1 (centres undefined)	-9
CCC(=O)N(c1nnc(SCC(=O)c2[nH]c(C)c(C(C)=O)c2C)s1)C1CC1	-6
CC(C)Oc1cccnc1C(=O)Nc1nncn1Cc1ccccc1	-2
CCCCCc1nnc(NC(=O)Nc2[nH]c(C)c(C(=O)OCC)c2C)s1	-11
Cc1ccccc1CC(=O)N1C[C@@H](C(=O)O)C[C@@H](C(=O)N2CCN(C)CC2)C1	-3
COc1ccc(-c2csc(CNC(=O)Cn3cnnn3)c2)cc1	1
CNc1cncc(-c2cccc(O)c2)n1	-2
Cc1cccc(Oc2ccc(C(=O)N3CC[C@H](CO)[C@H](O)C3)cc2)c1	-30
CN(C)c1ccc(NC(=O)c2ccccc2OCC2CCCO2)cn1 (centres undefined)	-8
O=C(NC1CCN(c2nccc(C(F)(F)F)n2)CC1)c1ccncc1	-10
CC(C)(C)C(NCN1C(=O)CC2(CCCC2)C1=O)c1cccs1 (centres undefined)	1
CC(C)Cc1noc(CN2CCCC2CN2CCCC2CO)n1 (centres undefined)	-54
COc1cc(C=NOCc2nnc(-c3ccc(F)cc3)o2)cc(Cl)c1OC	-10
Cc1ccc(-n2nc3c(c2NC(=O)/C=C\c2ccccc2)CSC3)c(C)c1	-4
Cc1nn(CC(C)C)c(C)c1CCC(=O)N1CCN(C(=O)c2ccoc2)CC1	1
CCN1CCCC(CN(C)C(=O)c2scc3c2OCCO3)C1 (centres undefined)	-10
CCCCNC(=S)N1CCn2cccc2C1c1ccc([N+](=O)[O-])cc1 (centres undefined)	-3
CCOC(=O)C1CCN(C(C)c2nnnn2-c2ccccc2)CC1 (centres undefined)	-1
O=C(c1cc2ccccn2c1)N(Cc1ccncc1)CC1CCCO1 (centres undefined)	-7
CCCn1c(=O)c2c(nc3n2CC(C)=NN3Cc2ccccc2F)n(C)c1=O	5
CCn1c(-c2ccc(Cl)cc2)nn(CNC2(c3noc(C)n3)CCCC2)c1=S	-5
CSc1ccc2c(c1)CCN(Cc1cc3n(n1)CCNC3)C2	-9
Cc1c(C#N)c(N)nc2c3c(sc12)NC(=O)CC3c1c(F)cccc1Cl (centres undefined)	3
COc1cc(-c2nc(CN3[C@@H]4CC[C@H]3CNC(=O)C4)c(C)o2)cc2c1OCO2	-10
Cc1ccc(-n2ncc3c(=O)n(NC(=O)c4ccc(Br)o4)cnc32)cc1	-9

Looked up one by one from the entries so far (two):
SMILES	mcGAS MS inh
Cc1ccc(-n2ncc3c(=O)n(NC(=O)c4ccc(Br)o4)cnc32)cc1	-9
COc1cc(-c2nc(CN3[C@@H]4CC[C@H]3CNC(=O)C4)c(C)o2)cc2c1OCO2	-10

Going on with the list.
SMILES	mcGAS MS inh
CCc1cc(CN(C)C(=O)c2cc3ccccc3s2)on1	-13
O=c1n(CN2CCN(S(=O)(=O)c3cccc(F)c3)CC2)nc2ccccn12	-9
COc1ccc(C)cc1-n1ccc2c(cnc3ncnn32)c1=O	-2
Cc1ccc(CNc2ccc(N3CCN(C)CC3)nc2)c(C)c1	-6
O=c1c(=O)n2c(nn1Cc1ccc(C(F)(F)F)cc1)N(c1ccc(F)cc1)CC2	2
Cc1nn(C)c(C)c1CCC(=O)N1CCN(S(=O)(=O)c2ccc(F)c(Cl)c2)CC1	-5
CC(C)NS(=O)(=O)c1cccc(CNc2ncnc3ccccc23)c1	1
Cn1nnc2c(N3CCN(S(C)(=O)=O)CC3)ncnc21	-4
O=C(CC(c1ccccc1)c1ccccc1F)N1CCN(c2cnccn2)CC1 (centres undefined)	-8
CCCCn1c(N2CCN(Cc3ccccc3F)CC2)nc2c1c(=O)[nH]c(=O)n2C	-3
CC(=O)NCc1ccc(C(=O)NCc2c(C)noc2C)s1	-1
Cc1ccc(-n2c(C)cc(/C=N\NC(=O)CN3CCOCC3)c2C)c(C)c1	-17
CCN=c1scc(-c2ccc(F)cc2)n1/N=C\c1cc(C)ccc1C	-1
CCCS(=O)(=O)N1CCc2[nH]c3ccc(F)cc3c2C1	7
O=S(=O)(Cc1cccc(Cl)c1)Cc1ncc(-c2ccccc2)o1	-9
O=C(CCSc1nnc(C2CCCCC2)o1)NC(=O)Nc1ccc2c(c1)OCO2	11
CSc1ccc(CN2CCC2(C)C(=O)Nc2ccc3c(c2)OCO3)cc1 (centres undefined)	-9
CC(OC(=O)c1csc2c1CCCC2)C(=O)N(C)Cc1ccccc1 (centres undefined)	-19
Cc1nc(Cn2c(O)cn(C3CCCC3)c2=O)nc2ccccc12	-4
Cc1ccc(C(NC(=O)Cn2cnc3ccc(C)cc3c2=O)C2CC2)cc1 (centres undefined)	-1
CC(C)(C)SCC(=O)NCC(CO)Cc1ccc(Cl)cc1 (centres undefined)	-15
CCCCN(C(=O)COC(=O)c1ccccc1S(C)=O)c1c(N)n(CCC)c(=O)[nH]c1=O (centres undefined)	-4
O=C(O)C1CC(=O)N(Cc2cc(-c3ccccn3)no2)C1 (centres undefined)	-4
CC1CN(S(=O)(=O)N(Cc2c(F)cccc2Cl)C2CC2)CC(C)O1 (centres undefined)	-16
O=S(=O)(c1cc(Br)ccc1Br)N1CCN(c2ccccn2)CC1	-5

Going on with the list:
SMILES	mcGAS MS inh
O=C(Cn1nc(-c2cccs2)oc1=O)Nc1cccc(I)c1	7
CCCN1CNC(=S)N(C2CCCCC2)C1	0
COc1ccccc1OCCn1c2ccccc2c2nc3ccccc3nc21	-9
Cc1c(C(=O)NCc2ccccc2C(F)(F)F)sc(=O)n1Cc1cccc(C(F)(F)F)c1	-1
CSc1ccc(OC(C)C(=O)N(C)CCC#N)cc1 (centres undefined)	2
CN(C)S(=O)(=O)N1CCCC1C(=O)Nc1cccc(-n2cccn2)c1 (centres undefined)	-10
O=C(NCCCc1cccc(F)c1)NC1CCCC1CO (centres undefined)	-4
COC(=O)c1ccc(CSc2ncc(CO)n2CC(=O)NCc2ccc(Cl)cc2)cc1	-3
O=Cc1ccc(Oc2ccc(-c3cnc4ccccc4n3)cc2[N+](=O)[O-])cc1	-43
CCOCCn1c(=NC(=O)c2ccc(S(C)(=O)=O)cc2)sc2cccc(F)c21	-3
Cn1c(-c2cccnc2)[n+](C)c2ccccc21	45
COC(=O)c1ccc(NC(=O)C2Cc3ccccc3C(=O)O2)cc1 (centres undefined)	-8
CCn1cc(C(=O)N2CCc3c(nc(-c4ccccc4)nc3N(C)C)C2)cn1	-22
O=C(O)C1CC2CCCCC2N1C(=O)Cn1ccc(C(F)(F)F)n1 (centres undefined)	-7&7
CC(Nc1cccc(S(=O)(=O)N2CCOCC2)c1)C(=O)Nc1ccccc1F (centres undefined)	0
Cc1cc(S(=O)(=O)NC2CC(C)(C)NC(C)(C)C2)c(C)cc1Cl	-6
O=S(=O)(Nc1nc2ccccc2nc1Nc1ccc2nsnc2c1)c1ccccc1	3
O=C(O)CCn1c(CCC(F)(F)F)n[nH]c1=O	-11
NC(=S)NNc1csc(=O)[nH]1	-5
COc1ccc(N(C(F)F)S(=O)(=O)c2ccc(Cl)cc2)cc1Cl	-1
CCc1cc(CN(C)C(=O)Cn2cc(C(F)(F)F)ccc2=O)on1	-39
O=c1[nH]cc(S(=O)(=O)Nc2ccc3c(c2)OCCO3)c(=O)[nH]1	-8
Cc1nc2c(cnn2C(C)C)cc1C(=O)NC1CCSc2ccc(Cl)cc21 (centres undefined)	-8
CC(C)c1ccc(C(=O)NCC(C)(C)N2CCOCC2)cc1	-20
COc1cc(-c2cc(C(F)(F)F)n3ncc(C(=O)NCC(C)C)c3n2)cc(OC)c1OC	-2

Next results
SMILES	mcGAS MS inh
Cc1cc(NC(=O)CSc2nnc(N3CCC(C)CC3)n2C2CC2)no1	-8
CCn1c(C2CCCN(Cc3cc(C(C)(C)C)n[nH]3)C2)n[nH]c1=O (centres undefined)	-5
O=S(=O)(CCn1cnc(-c2ccccc2)c1-c1cnc[nH]1)N1CCCC1	-4
CC12CN3CC(C)(CN(C1)C(=O)c1ccccc1C3=O)C2=O	-13
O=C(Nc1ccc(Cl)cn1)C1CC2C=CC1C2 (centres undefined)	-2
Cn1cccc1C(=O)N1CCn2c(nnc2C(N)=O)C1	-17
CC1=NS(=O)(=O)c2cc(Cl)ccc2N1	-16&-5&2
Nc1ncnc2ncc3c4ccccc4[nH]c3c12	-12
Cc1ccccc1CC1(C(=O)O)CCCN(c2cc(C3CC3)ncn2)C1 (centres undefined)	-20
CC(CNC(=O)Nc1cccc(-c2noc(=O)[nH]2)c1)c1ccccc1 (centres undefined)	-4
CNc1snc(C)c1C(=O)N1CCN(c2ccccc2OC)CC1	-6
Cc1ccc(CN(CCN(C)C)Cc2cccc3nonc23)s1	-10
O=C(Nc1ccccc1F)c1cc2cc(Cl)ccc2oc1=O	11
COc1ccc(OC)c(C(O)c2ncc(-c3cccc4ccccc34)[nH]2)c1 (centres undefined)	-7
CC(=O)c1ccc(N2CCN(Cc3cc(-c4ccccc4)no3)CC2)cc1	10
CC(C)C(=O)N1CCN(C(=O)C=Cc2cn(-c3ccccc3)nc2-c2cccs2)CC1	3
O=C(CC12CC3CC(CC(C3)C1)C2)NCC(=O)N1CCC(c2nc3ccccc3o2)CC1	-5
CNC(=O)CC1C(=O)NCCN1CCn1c(=O)oc2ccccc21 (centres undefined)	-23
CN1C[C@@H](NC(=O)C2CCCC2)C[C@H]1C(=O)NCCc1nc2ccccc2[nH]1	-29
N#Cc1cc(N2CCC(CS(N)(=O)=O)CC2)c2ccccc2n1	-2
Cn1c(-c2ccccc2)nn(CCNC(=O)c2cccs2)c1=O	-4
Cc1ccc(Nc2nc(NCCN3CCOCC3)nc3nccnc23)cc1	-5
COc1ccc(CCCc2n[nH]c(=S)o2)cc1	-7
C=CCn1c(SCC(=O)NCCCOCc2ccccc2)nc2sc3c(c2c1=O)CCC3	-6
COc1ccc2oc(-c3ccc(NC(=O)c4cccc(C)c4)cc3)nc2c1	-3

Sorted by molar mass (smallest number first): 3 of the compounds above
SMILES	mcGAS MS inh
Cc1ccsc1CNC(=O)CC1NC(=O)c2ccccc21 (centres undefined)	-4
Cc1ccc(-n2nc3c(c2NC(=O)/C=C\c2ccccc2)CSC3)c(C)c1	-4
COc1ccc(N(C(F)F)S(=O)(=O)c2ccc(Cl)cc2)cc1Cl	-1

Further records:
SMILES	mcGAS MS inh
COc1cc(C)sc1C(=O)NCCc1nc(N)no1	1
Cc1cc(C)c2c(N)c(C(=O)NN=C3C4CC5CC(C4)CC3C5)sc2n1	0
O=C(O)c1cc(-c2ccc(F)cc2)nn1-c1cccc([N+](=O)[O-])c1	3
CCN(CC)C(=O)CN(C)C(=O)c1ccc2c(c1O)OC(C)(C)C2	-2
CCn1nccc1NC(=O)c1cccc(CN2CCC(N(C)C(C)=O)C2)c1 (centres undefined)	-9
Cc1cc(C(F)(F)F)nc(CCNC2CCC(=O)N(CC3CC3)CC2)n1 (centres undefined)	-13
Fc1ccc(-c2cc3ncnc(NCC4COc5ccccc5O4)c3s2)cc1 (centres undefined)	-4
COc1cn2c(cc1=O)C(=O)N(CCNC(=O)C(C)C)CC2	-6
O=C(NCc1cccnc1-n1ccnc1)c1cnc2ccccn12	-15
